From PubChem
HIF-2a inh: HIF-2a inhibition; 786-0 RCC cells HIF-2a reporter, luciferase luminescence, overnight; inhibition, % at 18.8 µM; 360,000 compounds, 0.72% hits; AID 624352;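 active = inhibition of the luminescence signal of 40% or more relative to plate controls, in a single-dose primary screen at 18.75 µM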
Exocytosis inh: lytic granule exocytosis inhibition | 360,000 compounds, 0.66% hits | inhibition, % at 10 µM | TALL-104 LAMP-1 surface exposure, flow cytometry; cells stimulated with thapsigargin and PMA;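 active = inhibition above about 55%, limit read from the data; inconclusive = no clear call, values can overlap the other calls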
CaV13 ICDI inh: Primary screen for inhibitors of IQ motif and Ca2+-dependent inactivation inhibitor domain binding in CACNA1D, Förster resonance energy transfer in living cells, …. HEK cells, CFP/YFP FRET ICDI-IQ, plate reader, 10 min; percent FRET-ratio fall versus neutral wells. inhibition, % at 12.3 µM. 340,000 compounds, 0.098% hits;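 active = mean replicate inhibition of at least 30% and at least 1% of replicates passing that level; inconclusive = only one of the two criteria is met; inactive = neither criterion is met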;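 note: 0% = median of the neutral control wells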
PDI inh: PDI (human) enzyme inhibition. P07237. PDI insulin aggregation turbidity, A650, 90 min. inhibition, % at 10 µM. 350,000 compounds, 0.052% hits;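 active = mean inhibition across replicates of 30% or more, whatever share of single replicates reach that level; inconclusive = mean inhibition below 30% while every single replicate reaches 30%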;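 note: absorbance from insulin aggregation driven by PDI reduction with DTT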
Target sequence (P07237 whole entry, looked up): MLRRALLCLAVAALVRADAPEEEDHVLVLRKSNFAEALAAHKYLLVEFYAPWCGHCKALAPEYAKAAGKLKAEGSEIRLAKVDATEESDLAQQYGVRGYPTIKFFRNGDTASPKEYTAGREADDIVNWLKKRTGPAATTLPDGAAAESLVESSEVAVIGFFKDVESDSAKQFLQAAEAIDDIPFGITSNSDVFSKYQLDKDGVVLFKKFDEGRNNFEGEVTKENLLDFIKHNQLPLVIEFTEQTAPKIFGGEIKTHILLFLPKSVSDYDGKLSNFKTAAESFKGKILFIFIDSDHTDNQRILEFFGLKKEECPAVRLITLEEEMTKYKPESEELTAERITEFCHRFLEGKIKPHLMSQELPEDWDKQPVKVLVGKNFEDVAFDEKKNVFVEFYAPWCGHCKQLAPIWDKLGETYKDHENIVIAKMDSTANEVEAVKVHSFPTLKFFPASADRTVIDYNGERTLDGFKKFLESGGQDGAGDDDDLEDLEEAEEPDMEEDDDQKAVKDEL
TRPM1 prom inh: inhibitors of MITF-driven TRPM1 promoter in melanoma cells | SK-MEL-5 TRPM1 promoter luciferase, 24 h | inhibition, % at 12.5 µM | 330,000 compounds, 0.83% hits | AID 488899;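 active = mean inhibition across replicates of 60% or more, whatever share of single replicates reaches that level; inconclusive = some that reach 60%, reason not given; inactive = mean inhibition across replicates below 60%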; note: values of inactives mirror those of a sister screen read the other way
NR2E3 ag-1: activates human photoreceptor nuclear receptor NR2E3. inhibition of corepressor binding, % at 4.78 µM. Q9Y5X4. 320,000 compounds, 0.12% hits. AID 2300. GST-NR2E3/biotin-RetCOR TR-FRET, 1536-well;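 active = percent inhibition above the cutoff of mean plus 3 SD of all tested compounds, set per screening campaign, cut at about 20% in these data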;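 note: 0% = DMSO wells and 100% = biotin wells as full block of FRET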
Target sequence (Q9Y5X4 whole entry, looked up): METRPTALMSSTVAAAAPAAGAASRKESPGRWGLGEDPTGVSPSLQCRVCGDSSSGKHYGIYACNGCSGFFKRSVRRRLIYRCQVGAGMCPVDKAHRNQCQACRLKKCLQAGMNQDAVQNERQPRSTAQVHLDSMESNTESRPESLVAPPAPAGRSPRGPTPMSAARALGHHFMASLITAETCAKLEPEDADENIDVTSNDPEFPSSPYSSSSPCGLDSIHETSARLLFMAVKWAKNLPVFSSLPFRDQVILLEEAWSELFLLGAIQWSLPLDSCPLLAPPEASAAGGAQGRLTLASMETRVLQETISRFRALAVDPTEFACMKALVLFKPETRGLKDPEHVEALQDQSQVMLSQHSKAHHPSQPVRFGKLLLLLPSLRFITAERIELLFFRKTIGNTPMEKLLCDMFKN
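Test system – NR2E3–RetCOR corepressor complex · Quantity – NR2E3 fusion 1.35 nM · Buffer or medium – Tris pH 7.5 · Incubation – Compound–protein incubation for 5 h at 4 °C · Technique – TR-FRET, Eu(K)-anti-GST donor, streptavidin-D2 acceptor, ex 340, em 617/671 nm · Evaluation – percent inhibition of 671/617 nm emission ratio versus biotin and DMSO controls · Plate – 1536-well format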
NR2E3 ag-2: human photoreceptor-specific nuclear receptor agonism | CHO-S Gal4-NCOR/VP16-NR2E3 two-hybrid, luciferase | inhibition of corepressor binding, % at 3.98 µM | AID 602229 | 360,000 compounds, 0.35% hits | Q9Y5X4;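 active = inhibition above the mean of all tested compounds plus 3 SD, cut at about 70% in these data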;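 note: 0% = DMSO with NR2E3 transfected cells and 100% = cells lacking NR2E3 construct; higher means lower luciferase signal from less NR2E3 corepressor binding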
Peg3 prom inh: Peg3 promoter activity inhibition | HeLa PEG-Prom luciferase reporter, luminescence, overnight | inhibition, % at 20 µM | 360,000 compounds, 1.7% hits;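 active = inhibition of at least 50% at 20 µM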
hiPSC survival: hiPSC single-cell survival enhancement; ATPlite luminescence; 100% = ROCK inhibitor wells, 0% = DMSO; survival enhancement, % at 20 µM; 360,000 compounds, 0.044% hits; in the data active = survival enhancement above about 18%;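 note: cells exposed to compounds for 16 hours before the ATP read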
aDG glyco up: increases alpha dystroglycan glycosylation | Pro5-aDG cells, alpha-DG glycosylation AlphaScreen (IIH6); 0% Pro5, 100% B10-LARGE cell signal | activation, % at 10 µM | 360,000 compounds, 0.22% hits | AID 624168;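 active = activation of at least 8% versus controls, or a plate z-score of at least 8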;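 note: Pro5 are CHO cells carrying HIG-tagged alpha-DG that lacks glycosylation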
Vif imaging: inhibitors of HIV Vif | HEK293T cells, Vif self-association by quenched fluorescence, imaging, 24 h | inhibition, % at 7.49 µM | 340,000 compounds, 0.35% hits; in the data active = inhibition above about 50%, passing the limit was not always enough; inconclusive = no clear call, values can overlap the other calls; inactive = below about 31%; note: some results filed as inactive read as strong as hits
An asterisk follows results filed as active; ? = inconclusive; nt = not tested or not shown.

SMILES | HIF-2a inh | Exocytosis inh | CaV13 ICDI inh | PDI inh | TRPM1 prom inh | NR2E3 ag-1 | NR2E3 ag-2 | Peg3 prom inh | hiPSC survival | aDG glyco up | Vif imaging
CCOC(=O)CNC(=O)CSc1nc(C(C)C)nc2c1cnn2-c1ccccc1 | 19 | 15 | -7 | 10 | nt | nt | -20 | 6 | 5.5 | 0.0 | -3
Cc1ccccc1C(=O)NC1CC2CCCC(C1)N2Cc1ccccc1 (stereo unspecified) | 10 | -1 | -5 | 6 | 10 | -4 | 23 | 8 | -0.2 | -0.1 | 3
Cc1nc2ccc(-c3nc4ccc(N)cc4[nH]3)cc2[nH]1 | -15 | -2 | 1 | 0 | 9 | 0 | -19 | 14 | -2.8 | -0.2 | 2
CC(=O)N/C(=C\c1ccccc1)C(=O)OCC(=O)N(C)C1CCS(=O)(=O)C1 (stereo unspecified) | 15 | 8 | -6 | -21 | 13 | nt | 8 | -3 | 0.1 | -0.3 | -4
O=c1cc(-c2ccc(O)cc2)oc2c([C@@H]3O[C@H](CO)[C@@H](O)[C@H](O)[C@H]3O)c(O)c([C@@H]3O[C@H](CO)[C@@H](O)[C@H](O)[C@H]3O)c(O)c12 | 6 | -12 | -9 | -17 | -4 | -1 | 0 | -5 | 10 | 0.1 | 8
CCC(C)N(C)Cc1cccc(C2(O)CCN(S(=O)(=O)c3ccc(F)cc3)CC2)c1 (stereo unspecified) | 0 | -4 | -6 | 0 | -16 | 3 | -13 | 6 | -0.3 | 0.2 | 17
C[C@]12c3[nH]c4ccc(Cl)cc4c3CCN1C(=O)[C@@H](CC(=O)NCC13CC4CC(CC(C4)C1)C3)C[C@@H]2C(=O)N1CCOCC1 | -47 | 5 | -6 | 7 | 17 | nt | -4 | 27 | 6.3 | 0.4 | nt
CC1CN(Cc2ccccc2)C(=O)NC1=O (stereo unspecified) | 2 | 8 | -9 | 1 | 8 | nt | -9 | -14 | 2.5 | -0.3 | 4
Cc1cc(C)c(S(=O)(=O)n2nc(C)c(Br)c2C)c(C)c1 | 8 | 1 | -6 | 2 | -11 | 2 | -15 | -10 | 4.4 | -0.2 | -8
CCOC(=O)Cn1c2c(c(-c3ccccc3OC)cc1=O)CCCC2 | -13 | 5 | -11 | -3 | -3 | 4 | -16 | -27 | -2.6 | 0.0 | -4
O=C(COC(=O)c1ccc(O)cc1O)c1ccc2c(c1)OCO2 | -7 | -5 | -6 | 0 | -51 | -2 | -37 | -111 | 0.3 | 0.5 | 6
COC(=O)Cn1nc(C)c2ccccc2c1=O | 9 | 4 | -5 | 14 | 4 | 0 | -26 | 20 | 11 | 0.4 | 15

Continued, starting with the last three of the part before.
SMILES | HIF-2a inh | Exocytosis inh | CaV13 ICDI inh | PDI inh | TRPM1 prom inh | NR2E3 ag-1 | NR2E3 ag-2 | Peg3 prom inh | hiPSC survival | aDG glyco up | Vif imaging
CCOC(=O)Cn1c2c(c(-c3ccccc3OC)cc1=O)CCCC2 | -13 | 5 | -11 | -3 | -3 | 4 | -16 | -27 | -2.6 | 0.0 | -4
O=C(COC(=O)c1ccc(O)cc1O)c1ccc2c(c1)OCO2 | -7 | -5 | -6 | 0 | -51 | -2 | -37 | -111 | 0.3 | 0.5 | 6
COC(=O)Cn1nc(C)c2ccccc2c1=O | 9 | 4 | -5 | 14 | 4 | 0 | -26 | 20 | 11 | 0.4 | 15
CCOC(=O)C1CCN(C(=O)CN(c2ccc(OC)cc2)S(=O)(=O)c2c(C)noc2C)CC1 | -5 | 26 | ? | 8 | -16 | -3 | -3 | -4 | -1.2 | -0.1 | 0
COc1ccc(NCC(=O)n2c(C)c(C)c3ccccc32)cc1OC | 17 | -1 | -4 | 6 | 18 | 4 | -4 | 6 | -0.6 | 0.5 | 3
COc1ccc(-c2cc3nc(NCc4ccc(C)cc4C)n(C)c(=O)c3s2)cc1OC | -1 | 8 | -5 | -73 | nt | nt | -29 | 4 | 2.5 | -0.4 | -11
Cc1ccc(S(=O)(=O)N(c2ccc(Br)cc2)C2C=CS(=O)(=O)C2)cc1 (stereo unspecified) | 12 | 1 | 10 | 14 | 15 | 2 | 7 | 14 | 4.0 | -0.3 | -2
CN1CCN(C(=O)CN(c2cccc(Br)c2)S(=O)(=O)c2ccccc2)CC1 | 10 | -8 | -2 | -1 | 6 | 0 | -14 | 12 | -1.4 | 0.4 | 5
COc1ccc(CNC(=O)C2CCN(S(=O)(=O)N3CCCCC3)CC2)cc1 | 5 | 4 | -14 | 6 | -6 | 4 | 29 | -12 | -0.2 | -0.2 | 3
O=C(Nc1ccc(F)c(Cl)c1)c1ccc2c(=O)n3c(nc2c1)CCCCC3 | -258 | -3 | -3 | 6 | -19 | 0 | -35 | -222 | -1.4 | 0.5 | -34
CC1(C)COC(c2cccn2Cc2ccccc2Cl)=N1 | 19 | 2 | -5 | -10 | 4 | 0 | 7 | -3 | 4.1 | -0.1 | nt
Cc1ccc(Cn2nc(C)cc2C(=O)Nc2ccc(Cl)cc2)cc1 | -102 | 23 | -5 | -2 | nt | 3 | -43 | -77 | 0.0 | 0.1 | 18
CCCCCc1nc2c(=O)n(C)c3ccccc3c2o1 | -119 | -4 | -3 | -8 | -23 | 2 | -57 | -76 | -0.2 | 1.5 | -5
COc1ccc(C(=O)NNC(=O)c2cccc(S(=O)(=O)N3CCOCC3)c2)cc1 | 5 | 1 | -6 | -9 | -1 | nt | -6 | 6 | 3.1 | 0.0 | 1
N#Cc1c(NCCN)nc(-c2ccco2)c2c1CCCC2 | 11 | -2 | -2 | -1 | -3 | -5 | -38 | 9 | 1.9 | 0.2 | -5
Cc1ccc2[nH]c3c(=O)[nH]ncc3c2c1 | -4 | -5 | -10 | -2 | 11 | 0 | -57 | 31 | 1.4 | -0.1 | -6
Cc1ccc([C@H]2C(C(=O)O)=C[C@@H](CC3CCCC3)N2S(=O)(=O)c2ccc(C)cc2)cc1 | 12 | -3 | -8 | -3 | 3 | nt | -4 | 3 | 1.2 | 0.1 | -2
O=C(c1ccc2c(c1)OCCO2)C1CCN(S(=O)(=O)c2ccccc2F)CC1 | -8 | 0 | nt | -13 | 13 | -2 | 15 | 32 | -1.6 | -0.1 | -9
O=C(COc1ccc(S(=O)(=O)N2CCOCC2)cc1Cl)NCCCn1ccnc1 | 5 | -12 | -4 | 10 | 7 | 0 | -11 | -31 | 0.4 | 0.5 | 28
CN1CCCN(S(=O)(=O)c2cccc(C#N)c2)CC1 | 25 | 0 | -3 | 1 | 11 | 3 | -14 | 5 | -0.2 | -0.1 | 20
O=C(CSc1ccc(-c2ccco2)nn1)c1cccc([N+](=O)[O-])c1 | -22 | 11 | -14 | -4 | -7 | -1 | -2 | -15 | 0.1 | -0.2 | ?
OCCN1CCN(C2CCC(c3ccc(F)cc3)c3ccc(F)cc32)CC1 (stereo unspecified) | -18 | 23 | -20 | 3 | 13 | 8 | 37 | 56* | -0.4 | 2.9 | -2
COc1ccc(C2=NN(C(=O)CCCC(=O)O)C(c3cn(-c4ccccc4)nc3-c3ccccc3)C2)cc1 (stereo unspecified) | 18 | 5 | -2 | 3 | 12 | 1 | -10 | 26 | -0.7 | 0.0 | -6
O=C(O)c1cc(NC(=O)c2ccco2)cc(NC(=O)c2ccco2)c1 | 14 | -6 | -27 | -2 | 2 | 2 | 0 | -21 | -0.5 | -0.1 | 6
COc1ccc(NC(=O)N2CCCC2C(=O)NCc2ccc(C)cc2)cc1 (stereo unspecified) | 17 | -1 | -6 | 3 | -1 | 4 | 9 | 5 | -2.2 | -0.1 | -7
O=C1CCCC/C=C\C[C@H](CC(=O)N(CCO)Cc2ccccc2)C(=O)N2CCC[C@@H]2CO1 | 0 | -9 | -10 | 3 | -3 | nt | -18 | -10 | 0.9 | 0.1 | 5
Cc1cc(S(=O)(=O)N2CC(=O)N(CCc3ccccc3)C(=O)C2)ccc1F | 18 | 0 | nt | -11 | -3 | 4 | -33 | 4 | -3.1 | 0.1 | -4
C=C(C)COc1ccc(-c2nc(N)ncc2Oc2ccc(OC)cc2)c(O)c1 | -5 | 4 | -4 | 2 | -29 | 0 | -19 | 0 | 1.6 | 0.3 | 17
Cc1cc(Br)c(NC(=O)CCNC(=O)OCc2ccccc2)cc1C | 13 | 14 | -5 | 3 | 3 | -2 | 4 | 6 | 0.6 | 0.1 | 13
COc1ccc(S(=O)(=O)N2CCN(C(=O)c3ccc([N+](=O)[O-])o3)CC2)cc1 | -3 | 8 | -7 | -3 | 22 | -4 | 41 | -16 | -0.1 | 0.1 | 5
COc1ccc(NC(=O)c2cc(-c3cc(F)ccc3OC)n[nH]2)c(C)c1 | -53 | -4 | -4 | -4 | nt | nt | -16 | -29 | 0.2 | 0.1 | 12
COc1ccc(OC)c(C(=O)c2nc3c(n2O)CCCCC3)c1 | -3 | -1 | -5 | -3 | 9 | -6 | -1 | 2 | -0.1 | -0.1 | 0
CCCCOC(=O)c1cccnc1 | 6 | -4 | nt | nt | 4 | -2 | 9 | 8 | -0.2 | 0.0 | -2
CC1CCCCC1NC(=O)c1ccc(CSc2nc3ccncc3[nH]2)cc1 (stereo unspecified) | 12 | -2 | -6 | 0 | 2 | -3 | 3 | 18 | 0.1 | 0.0 | 15
O=C(NCCCN1CCCC1)Nc1cccc2ccccc12 | 11 | -6 | -2 | -13 | -1 | -1 | -35 | 1 | -1.8 | -0.2 | -7
COC(=O)c1cccc(CN2C(=O)SC(Nc3ccc(C)cc3)C2=O)c1 (stereo unspecified) | 19 | -1 | -5 | -3 | -13 | -2 | -7 | -3 | 0.3 | -0.1 | -9
Cc1c(C(=O)NCc2ccccn2)sc2nc(-c3ccccc3)cn12 | -135 | -1 | -5 | nt | -40 | 0 | -4 | -71 | 1.5 | 0.9 | nt
COC(=O)CSc1nnc(NC(=O)CCc2ccccc2)s1 | 5 | -14 | -3 | -4 | 4 | -2 | 8 | 2 | 0.7 | -0.1 | -2

Entries listed so far that contain a cyano group (2):
SMILES | HIF-2a inh | Exocytosis inh | CaV13 ICDI inh | PDI inh | TRPM1 prom inh | NR2E3 ag-1 | NR2E3 ag-2 | Peg3 prom inh | hiPSC survival | aDG glyco up | Vif imaging
N#Cc1c(NCCN)nc(-c2ccco2)c2c1CCCC2 | 11 | -2 | -2 | -1 | -3 | -5 | -38 | 9 | 1.9 | 0.2 | -5
CN1CCCN(S(=O)(=O)c2cccc(C#N)c2)CC1 | 25 | 0 | -3 | 1 | 11 | 3 | -14 | 5 | -0.2 | -0.1 | 20
